From PubChem BioAssay
Tb PFK block – blocks T. brucei phosphofructokinase; O15648; T. brucei PFK, ADP-Glo luminescence; Potency, µM (top dose mostly 57.5 µM), for inactives: at the highest dose activity, negative = inhibition, most hits filed as inhibitors; 0.17% of 330,000 active; AID 485367;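 further: potency means the concentration at half of the fitted maximal effect; 0% = uninhibited 1x PFK enzyme wells and -100% = no-enzyme wells; nearly all actives have a fitted effect of over 60% in size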
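Compounds were pin-transferred as a titration series up to 57 uM into substrate buffer (0.5 mM F6P, 0.1 mM ATP, pH 8.0), then 1.25 nM PFK was added and reactions ran 45 min before ADP-Glo detection.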
Coupling enz – inhibits coupling enzyme system, counter-screen for aldolase hits; AID 2472; coupling enzyme system counterscreen, AmpLite Red fluorescence; activity change, negative = inhibition, % at 58.2 µM, hits read low; 0.67% of 290,000 active; in the data active means activity change below about -30%; further: on the % scale 0 is the no-effect control and ±100 the full control effect
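First, compound is pin-transferred into glyceraldehyde-3-phosphate coupling-enzyme reagent at 57.5 uM final and held 10 min at RT. Next, substrate, coupling system and AmpLite Red are added. After 20 min RT, fluorescence (525/598 nm) is read.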
B2AR arrestin – recruits beta-arrestin to the human beta2-adrenergic receptor. 0.02% of 330,000 active. beta-arrestin recruitment to beta2AR, cell-based reporter. AID 492947. Potency, µM (top dose mostly 46.1 µM), without a hit: at the top dose activation, actives largely listed as activators. P07550;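 further: potency means the concentration at half of the fitted maximal effect; 0% = DMSO controls and full agonism = EC100 isoproterenol or metaproterenol; nearly all actives have a fitted effect of over 65% in size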
Target sequence (P07550 whole entry, looked up): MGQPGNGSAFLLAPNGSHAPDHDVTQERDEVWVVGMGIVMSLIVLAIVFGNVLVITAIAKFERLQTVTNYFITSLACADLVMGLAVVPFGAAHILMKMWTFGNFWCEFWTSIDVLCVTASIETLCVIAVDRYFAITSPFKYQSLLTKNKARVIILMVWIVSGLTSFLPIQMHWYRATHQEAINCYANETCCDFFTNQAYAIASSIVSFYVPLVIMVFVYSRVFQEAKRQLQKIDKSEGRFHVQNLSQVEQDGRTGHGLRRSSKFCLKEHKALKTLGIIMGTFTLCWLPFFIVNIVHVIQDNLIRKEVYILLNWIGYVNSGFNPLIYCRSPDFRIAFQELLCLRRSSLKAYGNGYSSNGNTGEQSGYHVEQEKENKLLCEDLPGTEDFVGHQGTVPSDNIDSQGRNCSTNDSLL
S-ASM inh – inhibitors of human secretory acid sphingomyelinase | P17405 | placental ASM, HMU-PC fluorogenic substrate, 60 min | Potency, µM (top dose mostly 57.5 µM), for the others: at the top dose activity change, negative = inhibition, usual class: inhibitors | 0.006% of 340,000 active | AID 504937; further: potency means the concentration at half of the fitted maximal effect
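Fluorogenic HMU-PC substrate (9 uM final) is turned over by placental ASM in 60 min at 37 C after a 10 min compound preincubation. Reaction ended by alkaline stop (pH 10), with fluorescence read at 386/447 nm.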
PKM2 activator – activators of human pyruvate kinase M2; P14618; purified PKM2, Kinase-Glo ATP luminescence, activation; response scale: 0% is enzyme alone, no compound; Potency, µM (titrated, usually from 57.5 µM), inactives show top-dose activation, most hits filed as activators; 0.34% of 260,000 active; AID 1631; further: potency means the concentration at half of the fitted maximal effect; on the % scale 0 is the no-effect control and ±100 the full control effect; nearly all actives have a fitted effect of over 55% in size
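ATP formation by purified human PK-M2, quantified via coupled luciferase luminescence after 1 h at room temperature with 0.1 mM ADP and 0.5 mM PEP final.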
Chronic BCR inh – chronic active BCR signaling inhibition; ABC-DLBCL IkBa-CBG/CBR reporter, luminescence ratio, 4 h; AID 493014; Potency, µM (titrated, usually from 46.1 µM), inactives show at the top dose ratio change, negative = lower green/red ratio, most hits filed as inhibitors; 0.05% of 340,000 active; active means well fitted inhibition curve with a large enough effect in the signal ratio, with a control signal flat, not every such curve was filed as active; inconclusive means small, poorly fitted or top-dose-only effect, or effect the other way, or a change in a side signal; the % refers to the signal ratio;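 further: potency means the concentration at half of the fitted maximal effect; plate controls were basal doxycycline-induced cells for no effect and cells given 10 µM MG132 for full effect; MG132 reads +100%, hits lower the ratio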
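Cell line TMD8 (human ABC DLBCL), stably expressing tet-inducible CBG68-IkBa fusion and CBR; IMDM/0.5% FBS; cpd up to 46 uM; dox induction, 4 h, 37C/5% CO2; dual luminescence; green/red ratio; MG132 control.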
GALK inhibitor – blocks human galactokinase activity; Purified GALK, Kinase-Glo residual ATP luminescence; AID 1868; Potency, µM (top dose mostly 57.5 µM), for the others: at the highest dose activity change, negative = inhibition, most hits filed as inhibitors; P51570; 0.007% of 270,000 active; further: potency means the concentration at half of the fitted maximal effect; on the % scale 0 is the no-effect control and ±100 the full control effect
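Compounds were pin-transferred into ATP buffer (35 uM final), then GALK plus galactose (5 nM, 100 uM final) was added. After 1 h at room temperature, Kinase-Glo Plus was added and luminescence read after 10 min.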
Menin MLL FP TR – inhibitors of human menin-MLL interaction, mutant MLL peptide | Menin + Texas Red MLL mutant peptide, fluorescence polarization | Potency, µM (titrated, usually from 61.6 µM), for the others: top-dose FP activity change, negative = inhibition, usual class: inhibitors | 0.23% of 270,000 active; active means well fitted inhibition curve with a large enough effect in the polarisation, with a control signal flat, not every such curve was filed as active; inconclusive means small, poorly fitted or top-dose-only effect, or effect the other way, or a change in a side signal; inactive means no such curve, though single readings can be large or run the other way; the % refers to the polarisation; further: potency means the concentration at half of the fitted maximal effect; % of control where 0% means no effect; many of its hits are not listed in these tables
Target sequence (O00255 whole entry, looked up): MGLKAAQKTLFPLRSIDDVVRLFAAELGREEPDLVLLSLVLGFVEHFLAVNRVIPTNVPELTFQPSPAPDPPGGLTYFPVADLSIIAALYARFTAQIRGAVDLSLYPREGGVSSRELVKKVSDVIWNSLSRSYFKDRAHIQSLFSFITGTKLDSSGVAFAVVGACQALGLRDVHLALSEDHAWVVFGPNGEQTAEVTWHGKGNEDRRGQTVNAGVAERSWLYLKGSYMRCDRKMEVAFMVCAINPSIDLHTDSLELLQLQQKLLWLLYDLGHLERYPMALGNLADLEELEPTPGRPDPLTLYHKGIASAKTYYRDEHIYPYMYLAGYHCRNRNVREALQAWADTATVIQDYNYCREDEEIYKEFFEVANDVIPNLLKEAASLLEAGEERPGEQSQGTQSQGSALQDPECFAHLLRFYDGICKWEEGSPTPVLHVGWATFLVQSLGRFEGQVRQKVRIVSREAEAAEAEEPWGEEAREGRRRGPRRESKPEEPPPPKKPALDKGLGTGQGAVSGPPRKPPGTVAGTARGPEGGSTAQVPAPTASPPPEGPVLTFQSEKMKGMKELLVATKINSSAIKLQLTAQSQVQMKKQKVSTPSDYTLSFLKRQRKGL
a7 integrin act – activates integrin-mediated alleviation for muscular dystrophy; alpha7betagal myoblasts, beta-gal FDG fluorescence, 48 h; Potency, µM (top dose mostly 38.3 µM), for the others: top-dose activation, most hits filed as activators; 0.064% of 350,000 active; AID 624291;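 further: potency means the concentration at half of the fitted maximal effect; 100% = response of the positive control SU9516; nearly all actives have a fitted effect of over 60% in size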
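Alpha7betagal+/- myoblasts (passage 13) were plated 16-24 hr, then exposed to compounds (1:260 dilution of DMSO stock) for 48 hours at 37C. After MPER lysis, β-galactosidase reporter activity was read as FDG fluorescence (ex 480/em 540) after 30 minutes.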
Giardia killer – Giardia lamblia killing | Giardia lamblia trophozoite viability | activity change, % at 7.66 µM, hits read low | 0.15% of 340,000 active; in the data active means activity change below about -80%; inconclusive means between about -30% and that limit;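 further: parasites exposed to compound for two days anaerobically before the ATP read; on the % scale 0 is the no-effect control and ±100 the full control effect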
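Viability, read as ATP luminescence: trophozoites at 100 cells/well, compound added, 48 hrs anaerobic at 37 deg C, then 15-30 min room-temperature development before reading.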
PTAP TSG101 blk – blocks PTAP/TSG101 interaction to inhibit HIV-1 budding; Q99816; Fluorescence polarization, FITC-PTAP peptide / Tsg101 binding; Potency, µM (series often up to 115 µM), for the others: top-dose activity change, negative = inhibition, actives largely listed as inhibitors; 340,000 tested, under 10 active; AID 493005; active means well fitted inhibition curve with a large enough effect in the main read-out, with a control signal flat, not every such curve was filed as active; inconclusive means small, poorly fitted or top-dose-only effect, or effect the other way, or a change in a side signal; inactive means no such curve, though single readings can be large or run the other way; further: potency means the concentration at half of the fitted maximal effect; % of control where 0% means no effect
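Fluorescence anisotropy tracks displacement of a FITC-tagged PTAP peptide (50 nM) from the Tsg101 binding domain (10 uM), following a 20 min room-temperature incubation at pH 7.5.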
The depositor's hits bear a star; u = inconclusive; x = no result given; [ ] = dose if it differs, or a comment. Unless noted, the call rests on the fitted dose curve; in most records, active means well fitted curve in the direction sought with a large enough effect; inconclusive means small, poorly fitted or top-dose-only effect, or another doubt; inactive means no such curve, though single readings can be large; an effect the other way counts as inactive or inconclusive. Only part of the results is shown; the hit share may differ from the screen's.

Structure	Tb PFK block	Coupling enz	B2AR arrestin	S-ASM inh	PKM2 activator	Chronic BCR inh	GALK inhibitor	Menin MLL FP TR	a7 integrin act	Giardia killer	PTAP TSG101 blk
CCOC(=O)CNC(=O)CSc1ccc2nnc(-c3ccc(F)cc3)n2n1	2%	-3	-0.1%	-1%	-4%	-6%	7%	4%	-18%	-1	-2%
O=C(NCc1ccco1)c1cccnc1-c1nc2ccccc2s1	-8%	-10	0.1%	4%	3%	13%	-1%	u	-11%	-7	-4%
CCc1ccc(CCC(=O)Nc2ncc(Cc3ccccc3Cl)s2)o1	-7%	2	-0.4%	4%	14µM*	u	-1%	13%	-15%	-1	-3%
CC(C)(C)c1ccc(C(=O)NN2CCOCC2)cc1	0%	x	-0.3%	4%	3%	0%	7%	x	15%	21	-1%
Cc1cccc(NC(=O)CSc2nnc(-c3ccccc3)n2N)c1C	2%	6	-1.0%	0%	0%	1%	2%	-7%	18%	6	-4%
O=C(COC(=O)c1c(F)cccc1F)c1ccc[nH]1	14%	0	-0.7%	-2%	-2%	0%	-2%	x	-17%	-8	-1%
FC(F)Oc1ccccc1C1CC(c2ccc(Br)s2)Nc2ncnn21 (stereo unspecified)	-1%	-7	-0.3%	20%	9%	3%	0%	1%	0%	9	0%
CN(c1ccccc1)c1nc(N)c(C#N)c(CC#N)c1C#N	-15%	2	-0.5%	4%	-5%	u	1%	-3%	5%	-22	-1%
NC(=O)[C@@H]1CC2(CC(c3cccc(NC(=O)COc4ccc(Cl)cc4)c3)=NO2)CN1C(=O)c1ccccc1 (stereo partly specified)	-15%	-2	0.3%	-11%	-1%	u	-6%	x	-1%	2	-3%
Cc1cc(C)c2nc(C)cc(N/N=C/c3ccc(O)cc3)c2c1	0%	1	0.3%	104%[activator]	0%	u	-5%	u	-68%[inhibitor]	-19	-11%
O=C(Cn1c(C(F)(F)F)nc2ccccc21)Nc1ccccc1C(=O)O	-12%	0	0.1%	3%	2%	10%	-2%	16%	9%	3	0%
COc1cc(CCC(=O)OCC(=O)Nc2ccccc2C(C)C)cc(OC)c1OC	5%	1	-0.9%	-1%	0%	-6%	2%	-17%	-19%	-5	0%
Cc1ccc(N=C2SCCCN2C(=O)c2ccco2)cc1Cl	-2%	4	-0.3%	2%	0%	5%	1%	-1%	-1%	28	-5%
COc1ccc(CNS(=O)(=O)c2ccc3c(c2)NC(=O)C(C)S3)cc1 (stereo unspecified)	-3%	x	0.1%	5%	x	2%	1%	x	4%	62[activator]	-1%
O=C(Cn1nc2ccccc2n1)N/N=C/c1cc(Cl)cc([N+](=O)[O-])c1O	4%	8	-0.8%	-2%	-5%	8%	7%	u	16%	5	-19%
COc1ccc(NC(C)C(=O)Nc2ccc(C#N)cc2)cc1Cl (stereo unspecified)	-1%	3	0.2%	-8%	-4%	-21%	0%	u	-6%	22	-3%
Cc1ccc(SCC(=O)NNC(=O)C2CCCCC2)cc1	3%	2	0.2%	-1%	4%	-19%	-3%	3%	8%	14	-10%
O=C(c1ccc(-c2ccccc2)cc1)N1CCN(c2ccccn2)CC1	2%	-1	-0.1%	-3%	2%	6%	0%	-11%	-12%	-2	-1%
Cc1cc(C)cc(NC(=S)NC2CC3CCCC(C2)N3C2CCCC2)c1 (stereo unspecified)	1%	2	-0.4%	7%	3%	0%	1%	-17%	-50%[inhibitor]	-19	1%
CC(=O)c1cccc(NC(=O)NC(C)c2ccc3c(c2)OCO3)c1 (stereo unspecified)	0%	0	0.9%	-1%	-9%	-2%	-8%	12%	-34%	8	0%
CCCCn1c(Cc2ccccc2)nnc1SCC(=O)Nc1cc(C)on1	-2%	-1	-0.2%	3%	-1%	-9%	2%	-6%	-8%	-12	-5%
S=C(Nc1ccc2cn[nH]c2c1)Nc1ccc(Cl)cc1Cl	4%	-10	0.0%	-1%	-1%	-9%	-1%	u	-7%	-21	-5%
CCOc1ccc(S(=O)(=O)Nc2ccc(C(=O)N3CC(C)OC(C)C3)cc2)cc1 (stereo unspecified)	-4%	x	-0.1%	4%	x	-1%	x	x	7%	1	-6%
O=C1COc2ccc(C(=O)c3ccccc3C(=O)NCc3ccco3)cc2N1	0%	0	0.2%	3%	11%	u	0%	1%	-6%	-16	-1%
OCC1(CCc2ccccc2)CCN(Cc2ccc3nsnc3c2)CC1	0%	-1	-0.8%	-3%	2%	-11%	0%	-26%	13%	15	-3%
CSc1nsc(SCC(=O)Nc2ccc(F)cc2)n1	-3%	-2	-0.4%	0%	x	-9%	4%	29%	30%	13	-3%
COc1ccc(S(=O)(=O)Nc2ccccc2C(=O)N2CCOCC2)cc1Cl	u	x	0.2%	6%	-4%	0%	1%	x	27%	-9	-4%
CCCCCNC(=O)C(=O)C1C(=O)Nc2ccccc21 (stereo unspecified)	-8%	1	-0.3%	-1%	2%	4%	-1%	x	38%	-10	-1%
Cc1nc(-c2coc3cc(OCC(=O)O)ccc3c2=O)cs1	-4%	-2	0.2%	3%	-5%	u	-1%	u	3%	u	-3%
Cc1cc(-c2nnc(SCC(=O)Nc3nc(-c4ccccc4)cs3)o2)no1	-24%	-1	-0.8%	-2%	0%	u	0%	x	2%	u	0%
COc1ccc(NC(=O)CN(C)C(=O)c2ccc(S(=O)(=O)Nc3ccccc3C)cc2)cc1	0%	x	0.4%	-1%	x	2%	x	x	2%	-14	-1%
Cc1ccc(C(=O)CSc2nc(C(C)C)nc3ccccc23)cc1	-1%	-3	-1.1%	-2%	0%	11%	2%	8%	0%	21	-2%
COc1ccc(NC(=O)COC(=O)CCCc2c[nH]c3ccccc23)cc1OC	3%[0.46 µM]	-5	0.3%	-4%	8%	0%	-2%	55%[activator]	-16%	-17	-12%
O=C(NCCC(=O)N1CCN(c2ccc(F)cc2)CC1)c1ccco1	-1%	x	0.1%	4%	x	-17%	x	x	24%	-7	-12%
CNC(=O)NC(=O)COC(=O)c1n[nH]c2ccccc12	2%	-1	-0.7%	4%	-4%	3%	-1%	x	7%	9	-3%
CCCCc1cc(=O)oc2c(C)c(OCC(=O)NCc3ccccn3)ccc12	-2%	-4	-0.1%	-2%	2%[0.46 µM]	-1%	2%	17%	u	u	-2%
CN(CC(=O)Nc1ccc(F)c(F)c1F)C(=O)c1nn(Cc2ccccc2)c(=O)c2ccccc12	0%	x	0.8%	0%	x	2%	x	x	1%	-8	-4%
CC1=NOC(=O)/C1=C\c1ccc(-c2ccc(Br)cc2)o1	u	1	-0.4%	-6%	19%	u	1%	u	-42%	3	-2%
CC(OC(=O)Cc1ccc(F)cc1)C(=O)NCc1ccc2c(c1)OCO2 (stereo unspecified)	u	x	3.9%	1%	x	-3%	x	x	25%	1	0%
O=C(CSc1nc2cc(C(=O)O)ccc2c(=O)n1-c1ccc(F)cc1)Nc1ccc(F)c(F)c1F	-3%	5	0.5%	8%	x	-2%	-6%	u	32%	-5	-4%
COCCn1c(Br)nc2c1c(=O)n(C)c(=O)n2C	4%	1	-0.8%	4%	-3%	10%	1%	7%	16%	-18	-1%
O=S(=O)(Nc1cc(Cl)ccc1-n1cncn1)c1ccc(F)cc1	0%	x	0.0%	3%	x	2%	x	x	28%	-17	-3%
CC(=O)C1=C(O)C(=O)N(Cc2cccnc2)C1c1ccccc1Cl (stereo unspecified)	-1%	10	0.2%	4%	-5%	1%	19%	5%	31%	5	0%
CCN(Cc1ccccc1)C(=O)CCc1nc(-c2ccc(C)cc2)no1	2%	-3	3.5%	-9%	0%	-1%	5%	4%	0%	-25	-6%
